# High-throughput results: PubChem, Broad Institute
# IDH1 R132H inh: IDH1 R132H (human) inhibition; actives 0.18% (n = 70,000); IDH1 R132H reductase, diaphorase/resazurin fluorescence, 60 min; inhibition, % at 10 µM; O75874; in the data active = inhibition above about 34%;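 also: 0% = DMSO and 100% = no enzyme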
# EZH2 inh: EZH2 (human) methyltransferase inhibition; PRC2 H3K27 methylation, DELFIA TRF, 1 h; actives 0.35% (n = 57,000); inhibition, % at 12.5 µM;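 active = mean inhibition of replicates at least 50% and every single replicate also reaching 50%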;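 also: dimethyl H3K27 on biotinylated H3 21-44 peptide detected by antibody; plate controls were median neutral control wells for no effect and median positive control wells for full effect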
# Target sequence (Q15910 whole entry, looked up): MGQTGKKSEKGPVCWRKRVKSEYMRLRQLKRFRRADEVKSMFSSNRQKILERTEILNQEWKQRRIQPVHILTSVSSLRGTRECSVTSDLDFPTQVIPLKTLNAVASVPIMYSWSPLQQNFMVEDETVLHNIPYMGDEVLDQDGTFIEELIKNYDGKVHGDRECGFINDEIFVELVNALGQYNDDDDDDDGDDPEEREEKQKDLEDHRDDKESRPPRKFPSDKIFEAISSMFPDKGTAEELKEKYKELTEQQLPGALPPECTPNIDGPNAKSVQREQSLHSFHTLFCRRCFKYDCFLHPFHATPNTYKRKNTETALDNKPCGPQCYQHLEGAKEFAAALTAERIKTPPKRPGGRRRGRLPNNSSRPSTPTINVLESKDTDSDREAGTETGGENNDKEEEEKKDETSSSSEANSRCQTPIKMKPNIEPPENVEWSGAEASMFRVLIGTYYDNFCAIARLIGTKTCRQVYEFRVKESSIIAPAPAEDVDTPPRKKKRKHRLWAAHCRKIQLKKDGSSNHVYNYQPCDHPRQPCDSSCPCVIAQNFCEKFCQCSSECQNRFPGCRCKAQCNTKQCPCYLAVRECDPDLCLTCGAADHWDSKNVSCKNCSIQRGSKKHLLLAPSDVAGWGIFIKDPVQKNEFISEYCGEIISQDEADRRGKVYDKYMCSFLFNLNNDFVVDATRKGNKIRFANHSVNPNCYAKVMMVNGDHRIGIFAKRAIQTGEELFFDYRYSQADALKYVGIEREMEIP
# The depositor's hits bear a star; · = no result given.
# Start of the listing, in advance:
mol | IDH1 R132H inh | EZH2 inh
COc1ccc(NC(=O)Nc2ccc3c(c2)CC(=O)N([C@H](C)CO)C[C@@H](C)[C@@H](CN(C)S(=O)(=O)c2ccc(C)cc2)O3)cc1 | -1.0 | ·
COC(=O)c1ccc(Cl)c(NC(=O)Cc2ccccc2[N+](=O)[O-])c1 | -0.1 | -21
C[C@H]1CN([C@@H](C)CO)C(=O)c2cc(C#Cc3ccccc3)cnc2O[C@@H]1CN(C)C(=O)c1ccccc1 | -0.8 | ·
O=C(C1=C[C@H](c2ccccc2)C[C@H](OCCCCO)O1)N1CCOCC1 | · | 0
C[C@H]1CN([C@@H](C)CO)C(=O)c2cc(-c3ccccc3)cnc2O[C@@H]1CN(C)C(=O)c1ccccn1 | -0.1 | ·
CCC(=O)Nc1ccc2c(c1)OC[C@@H](C)N(C(=O)C1CC1)C[C@@H](C)[C@H](OC)CN(C)C2=O | 0.1 | 11
CO[C@@H]1CN(C)C(=O)c2cc(NC(C)=O)ccc2OC[C@H](C)N(C(=O)C2CC2)C[C@@H]1C | -0.1 | 4

# Results (from the top)
mol | IDH1 R132H inh | EZH2 inh
COc1ccc(NC(=O)Nc2ccc3c(c2)CC(=O)N([C@H](C)CO)C[C@@H](C)[C@@H](CN(C)S(=O)(=O)c2ccc(C)cc2)O3)cc1 | -1.0 | ·
COC(=O)c1ccc(Cl)c(NC(=O)Cc2ccccc2[N+](=O)[O-])c1 | -0.1 | -21
C[C@H]1CN([C@@H](C)CO)C(=O)c2cc(C#Cc3ccccc3)cnc2O[C@@H]1CN(C)C(=O)c1ccccc1 | -0.8 | ·
O=C(C1=C[C@H](c2ccccc2)C[C@H](OCCCCO)O1)N1CCOCC1 | · | 0
C[C@H]1CN([C@@H](C)CO)C(=O)c2cc(-c3ccccc3)cnc2O[C@@H]1CN(C)C(=O)c1ccccn1 | -0.1 | ·
CCC(=O)Nc1ccc2c(c1)OC[C@@H](C)N(C(=O)C1CC1)C[C@@H](C)[C@H](OC)CN(C)C2=O | 0.1 | 11
CO[C@@H]1CN(C)C(=O)c2cc(NC(C)=O)ccc2OC[C@H](C)N(C(=O)C2CC2)C[C@@H]1C | -0.1 | 4
C[C@@H]1CN([C@@H](C)CO)C(=O)Cc2cc(NC(=O)CCN3CCOCC3)ccc2O[C@@H]1CN(C)C(=O)Nc1ccc(F)cc1 | 1.0 | -6
C[C@@H]1CN([C@H](C)CO)C(=O)Cc2cc(NC(=O)c3ccncc3)ccc2O[C@H]1CN(C)CC1CC1 | -6.2 | 3
COc1ccc(-c2cc(C(F)(F)F)n3nc(C(=O)NCc4ccco4)cc3n2)cc1OC | 0.2 | 3
C[C@H](CO)N1C[C@H](C)[C@@H](CN(C)CC2CCCCC2)Oc2c(NC(=O)c3ccncc3)cccc2C1=O | · | -6
CCCC(=O)Nc1ccc2c(c1)C(=O)N(C)C[C@@H](OC)[C@H](C)CN(Cc1ccccc1OC)[C@H](C)CO2 | 0.0 | 11
COc1ccc(-n2nnnc2SCC(=O)Nc2ccc(F)cc2)cc1 | -0.3 | 0
Cc1cc(C)c(NC(=O)CSc2nc(-c3ccccc3)cc(=O)[nH]2)c([N+](=O)[O-])c1 | 0.6 | -15
COC(=O)C(C#N)C(c1cccnc1)c1c(C)[nH][nH]c1=O (stereo not drawn) | 6.8 | ·
Cc1noc(C)c1NC(=O)N(C)C[C@@H]1Oc2c(NS(=O)(=O)c3ccc(Cl)cc3)cccc2C(=O)N([C@@H](C)CO)C[C@H]1C | 1.8 | ·
CC(C)C#Cc1cnc2c(c1)C(=O)N([C@H](C)CO)C[C@@H](C)[C@H](CN(C)C(=O)c1cnccn1)O2 | -2.9 | -14
CO[C@@H]1CN(C)C(=O)c2ccc(NS(=O)(=O)c3cccc(F)c3)cc2OC[C@@H](C)N(C(=O)Cc2cccnc2)C[C@H]1C | 0.1 | 5
C[C@H](CO)N1C[C@H](C)[C@@H](CN(C)S(C)(=O)=O)OCc2ccccc2-c2ccccc2C1=O | 2.4 | 7
CO[C@@H]1CN(C)C(=O)c2ccc(NC(=O)c3ccccn3)cc2OC[C@@H](C)N(Cc2ccccn2)C[C@H]1C | · | -71
COc1ccccc1NC(=O)CSc1nc2sc(C)c(C)c2c(=O)n1-c1ccc(C)c(C)c1 | -0.3 | -8
COc1ccccc1NC(=O)N[C@@H]1CC[C@H](CCn2cc(C3(O)CCCC3)nn2)O[C@H]1CO | -0.4 | -1
CCOC(=O)c1ccc(NC(=O)CN2C(=O)c3ccccc3S2(=O)=O)cc1 | -0.2 | 9
COc1ccc(NC(=O)Nc2ccc3c(c2)C(=O)N([C@@H](C)CO)C[C@H](C)[C@H](CN(C)Cc2ccc(C(F)(F)F)cc2)OCCCC[C@@H](C)O3)cc1 | 0.0 | ·
CC(C)(C)C1=NOC(O)(C(F)(F)F)C1 (stereo not drawn) | -1.0 | -12
C[C@H]1CN([C@@H](C)CO)C(=O)c2cc(-c3ccc(F)cc3)cnc2O[C@H]1CN(C)Cc1cncnc1 | -3.1 | -4
CC1(C)CC[C@]2(C(=O)OC3OC(CO)C(O)C(O)C3O)CC[C@]3(C)C(=CCC4[C@@]5(C)CC[C@H](OC6OC(C(=O)O)C(O)C(O)C6O)C(CO)(CO)C5CC[C@]43C)[C@@H]2C1 (stereo partly drawn) | 0.4 | 21
CC(C)NC(=O)N[C@@H]1CC[C@@H](CCN)O[C@H]1CO | 0.1 | 4
COc1ccccc1S(=O)(=O)N[C@@H]1CC[C@H](CC(=O)N2CCCCC2)O[C@@H]1CO | 0.1 | -6
COc1cccc(NC(=O)N[C@H]2CC[C@@H](CC(=O)NCc3ccccn3)O[C@H]2CO)c1 | 0.0 | 14
COC(=O)CNC(=O)c1cn(-c2ccccc2)nc1-c1ccccc1 | 0.0 | -8
O=C(CNS(=O)(=O)c1ccccc1)Nc1ccc(Cl)c(C(F)(F)F)c1 | -0.2 | 0
CNC[C@H]1Oc2ccc(NC(=O)CCC(F)(F)F)cc2CC(=O)N([C@@H](C)CO)C[C@@H]1C | 3.0 | -5
CC(C)[C@H](C)NC(=O)N(C)C[C@@H]1OCc2ccccc2-c2ccccc2C(=O)N([C@@H](C)CO)C[C@@H]1C | 0.3 | 7
C[C@@H]1CN([C@H](C)CO)C(=O)c2cc(N(C)C)ccc2O[C@@H](C)CCCCO[C@@H]1CN(C)C(=O)C1CCCCC1 | -2.9 | -5
COc1ccc(CN(C)C[C@@H]2OCCCC[C@@H](C)Oc3ccc(NC(=O)CCCN(C)C)cc3C(=O)N([C@@H](C)CO)C[C@H]2C)cc1 | 2.1 | ·
C[C@H]1CN([C@@H](C)CO)C(=O)Cc2cc(NC(=O)CCN3CCOCC3)ccc2O[C@@H]1CN(C)C | 1.1 | ·
C[C@H]1CN([C@@H](C)CO)C(=O)Cc2cc(NC(=O)Cc3cn(C)c4ccccc34)ccc2O[C@H]1CN(C)C(=O)Nc1ccc2c(c1)OCO2 | -17 | ·
CO[C@@H]1CN(C)C(=O)c2cc(NC(=O)Nc3ccccc3F)ccc2OC[C@@H](C)N(S(=O)(=O)CC(F)(F)F)C[C@H]1C | 0.7 | 5
C[C@H]1CN([C@@H](C)CO)C(=O)c2cc(NC(=O)CCN3CCOCC3)ccc2O[C@@H]1CN(C)S(=O)(=O)c1ccc(F)cc1 | 3.1 | -9
C[C@H](O)C#Cc1cnc2c(c1)C(=O)N([C@@H](C)CO)C[C@H](C)[C@@H](CN(C)C(=O)CC1CC1)O2 | · | -11
C[C@H]1CN([C@@H](C)CO)C(=O)c2cc(NC(=O)CCCCCC(=O)Nc3ccccc3N)ccc2O[C@@H]1CN(C)S(=O)(=O)c1cn(C)cn1 | -0.4 | 2
C[C@@H]1CCCCO[C@H](CN(C)Cc2ccc(C(=O)O)cc2)[C@H](C)CN([C@H](C)CO)C(=O)c2cc(NS(=O)(=O)c3cccs3)ccc2O1 | 7.6 | ·
C[C@@H]1CN([C@@H](C)CO)C(=O)c2cc(NS(=O)(=O)c3ccc(Cl)cc3)ccc2O[C@H]1CN(C)S(=O)(=O)c1ccccc1 | 1.8 | ·
C[C@H]1CN([C@@H](C)CO)C(=O)c2cc(NC(=O)Cc3cn(C)c4ccccc34)ccc2O[C@@H]1CN(C)Cc1ccc(Oc2ccccc2)cc1 | 0.0 | ·
Cc1noc(C)c1S(=O)(=O)N(C)C[C@@H]1Oc2ccc(NC(=O)Cn3cnnn3)cc2CC(=O)N([C@H](C)CO)C[C@@H]1C | 1.9 | ·
C[C@@H]1CN([C@@H](C)CO)S(=O)(=O)c2ccc(C#CC3(O)CCCC3)cc2O[C@H]1CN(C)C | -0.7 | -3
COc1ccccc1C#Cc1ccc2c(c1)O[C@H](CN(C)Cc1ccccc1)[C@@H](C)CN([C@H](C)CO)S2(=O)=O | 2.3 | 1
COc1ccc(S(=O)(=O)Nc2cccc3c2O[C@H](CN(C)CC2CC2)[C@H](C)CN([C@@H](C)CO)C3=O)cc1 | 1.1 | ·
CCCN(C)C[C@H]1OCc2cnnn2CCCC(=O)N([C@H](C)CO)C[C@@H]1C | 0.0 | -9
C[C@@H]1CN([C@H](C)CO)C(=O)Cc2cc(NC(=O)CCC(F)(F)F)ccc2O[C@@H]1CN(C)S(=O)(=O)c1cn(C)cn1 | 0.4 | ·
CCCN(C)C[C@H]1OCCCC[C@@H](C)Oc2ccc(NS(=O)(=O)c3cn(C)cn3)cc2C(=O)N([C@H](C)CO)C[C@H]1C | · | -10
C[C@@H]1CCCCO[C@H](CN(C)C(=O)CCC(F)(F)F)[C@H](C)CN([C@@H](C)CO)C(=O)c2cc(NC(=O)Nc3ccccc3)ccc2O1 | 1.6 | ·
O=C(N[C@H]1CC[C@H](CCn2cc(Cc3ccccc3)nn2)O[C@H]1CO)c1ccccn1 | 0.0 | 2
CO[C@H]1CN(C)C(=O)c2ccc(NC(=O)Nc3cccc(F)c3)cc2OC[C@@H](C)N(C(=O)C2CC2)C[C@H]1C | 0.1 | -3
Cc1noc(C)c1NC(=O)N(C)C[C@@H]1OCCCC[C@@H](C)Oc2ccc(NS(=O)(=O)c3cn(C)cn3)cc2C(=O)N([C@H](C)CO)C[C@@H]1C | 1.8 | ·
COc1ccc(NC(=O)Nc2ccc3c(c2)C(=O)N([C@H](C)CO)C[C@@H](C)[C@@H](CN(C)C(=O)c2ccccc2)OCCCC[C@H](C)O3)cc1 | -3.7 | ·
C[C@@H]1CN([C@@H](C)CO)S(=O)(=O)c2ccc(C3=CCCC3)cc2O[C@@H]1CN(C)C(=O)c1ccccn1 | 0.5 | -5
C[C@H]1CN([C@@H](C)CO)S(=O)(=O)c2ccc(/C=C/c3ccccc3)cc2O[C@@H]1CN(C)C(=O)c1cccnc1 | -0.5 | -8
Cc1cccc(OCC(=O)Nc2cccc(-c3nnc(-c4ccccc4)o3)c2)c1C | -0.1 | 8

# Continuation:
mol | IDH1 R132H inh | EZH2 inh
CO[C@@H]1CN(C)C(=O)c2ccc(NC(=O)Nc3ccc(Cl)cc3)cc2OC[C@H](C)NC[C@H]1C | 0.0 | -15
C[C@@H]1CN([C@H](C)CO)C(=O)c2cc(NS(=O)(=O)c3cn(C)cn3)ccc2O[C@@H](C)CCCCO[C@@H]1CN(C)C(=O)c1ccccc1 | -6.6 | ·
C[C@@H]1CN([C@@H](C)CO)C(=O)c2cccc(NC(=O)C3CC3)c2O[C@H]1CN(C)Cc1ccc(Cl)c(Cl)c1 | 1.7 | ·
COc1ccc(OC)c2c1CC(C)(C)N=C2SC | -1.2 | -8
N#CC(C#N)Cc1ccc(O)cc1 | 0.0 | 0
Cc1sc2nc3scc(CC(=O)NCCO)n3c(=O)c2c1C | -0.1 | -10
CC(NS(=O)(=O)c1ccccc1)C(=O)Nc1ccccc1F (stereo not drawn) | 0.2 | ·
C[C@@H]1CN([C@H](C)CO)C(=O)Cc2cc(NS(=O)(=O)c3ccc(Cl)cc3)ccc2O[C@@H]1CN(C)S(=O)(=O)c1ccccc1 | 1.5 | ·
COCC(=O)Nc1ccc2c(c1)[C@H]1C[C@@H](CC(=O)NCc3ccc4c(c3)OCO4)O[C@@H](CO)[C@H]1O2 | -0.3 | 0
COc1ccc(CN(C)C[C@H]2Oc3ccc(NC(=O)Nc4c(C)noc4C)cc3C(=O)N([C@@H](C)CO)C[C@@H]2C)cc1 | · | -12
C[C@H](CO)N1C[C@H](C)[C@@H](CN(C)C(=O)C2CC2)Oc2cc(C#CCN(C)C)ccc2S1(=O)=O | · | -20
C[C@H]1CN([C@@H](C)CO)C(=O)c2cc(Br)cnc2O[C@H]1CN(C)C(=O)c1cnccn1 | · | 12
C[C@@H]1CN([C@@H](C)CO)C(=O)c2cccc(NC(=O)Nc3ccc(C(F)(F)F)cc3)c2O[C@@H]1CN(C)Cc1ccc(Cl)c(Cl)c1 | 0.6 | ·
C[C@H]1CCCCO[C@@H](CN(C)C)[C@@H](C)CN([C@@H](C)CO)C(=O)c2cc(NC(=O)C3CCCCC3)ccc2O1 | 0.6 | 9
C[C@H](CO)N1C[C@H](C)[C@H](CN(C)Cc2ccncc2)Oc2ccc(NC(=O)Cn3cnnn3)cc2C1=O | 0.7 | -3
Cc1ccc(NC(=O)CSc2nnc(C)n2-c2ccc(Cl)cc2)c(Br)c1 | 0.2 | 22
COc1ccc(C(=O)n2nc(-c3ccc(Cl)cc3)nc2NCc2ccco2)cc1OC | 0.2 | 0
C[C@H](CO)N1C[C@H](C)[C@@H](CN(C)Cc2ccc(C(F)(F)F)cc2)Oc2c(NC(=O)c3cnccn3)cccc2C1=O | -0.3 | -1
NCC[C@@H]1CC[C@@H](NC(=O)c2ccccc2F)[C@H](CO)O1 | 0.4 | 1
Cc1noc(C)c1NC(=O)N(C)C[C@H]1Oc2ccc(NC(=O)c3ccncc3)cc2C(=O)N([C@@H](C)CO)C[C@H]1C | 2.3 | ·
O=C(C[C@@H]1C=C[C@@H](NC(=O)C2CCOCC2)[C@H](CO)O1)Nc1ccc(-c2ccccc2)cc1 | -0.5 | 4
CCC(=O)N[C@H]1CC[C@H](CC(=O)OC)O[C@@H]1CO | 0.2 | 2

# A portion of the library; rates above refer to the full screens.
